procasp3 activ – activators of human procaspase-3; P42574; recombinant procaspase-3 D3A, Ac-DEVD-pNA absorbance 405 nm; activation, % at 8.5 µM; 330,000 compounds, 0.11% hits;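 active means activation above the mean of all tested compounds plus 3 SD, cut at about 21% in these data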;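 further: 0% = DMSO alone and 100% = DMSO wells spiked with extra 5 µM PC-3 D3A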
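Evaluation: percent activation relative to control range; Material: Procaspase-3 D3A mutant, all three cleavage aspartates alanine; Compound: single dose, 8.5 µM nominal compound, 0.8% DMSO; Replication: one well per compound; Signal: absorbance at 405 nm, 0 and 120 min; Schedule: 1 h preincubation plus 2 h reaction at 25 °C.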
VLA-4 inh – inhibition in a human VLA-4 binding assay. P13612. VLA-4 expressing cells, ligand binding flow cytometry. inhibition, % (about 7 µM as worked out from the volumes in the protocol). 330,000 compounds, 0.2% hits. AID 2557; in the data active means inhibition above about 50%
Target sequence (P13612 whole entry, looked up): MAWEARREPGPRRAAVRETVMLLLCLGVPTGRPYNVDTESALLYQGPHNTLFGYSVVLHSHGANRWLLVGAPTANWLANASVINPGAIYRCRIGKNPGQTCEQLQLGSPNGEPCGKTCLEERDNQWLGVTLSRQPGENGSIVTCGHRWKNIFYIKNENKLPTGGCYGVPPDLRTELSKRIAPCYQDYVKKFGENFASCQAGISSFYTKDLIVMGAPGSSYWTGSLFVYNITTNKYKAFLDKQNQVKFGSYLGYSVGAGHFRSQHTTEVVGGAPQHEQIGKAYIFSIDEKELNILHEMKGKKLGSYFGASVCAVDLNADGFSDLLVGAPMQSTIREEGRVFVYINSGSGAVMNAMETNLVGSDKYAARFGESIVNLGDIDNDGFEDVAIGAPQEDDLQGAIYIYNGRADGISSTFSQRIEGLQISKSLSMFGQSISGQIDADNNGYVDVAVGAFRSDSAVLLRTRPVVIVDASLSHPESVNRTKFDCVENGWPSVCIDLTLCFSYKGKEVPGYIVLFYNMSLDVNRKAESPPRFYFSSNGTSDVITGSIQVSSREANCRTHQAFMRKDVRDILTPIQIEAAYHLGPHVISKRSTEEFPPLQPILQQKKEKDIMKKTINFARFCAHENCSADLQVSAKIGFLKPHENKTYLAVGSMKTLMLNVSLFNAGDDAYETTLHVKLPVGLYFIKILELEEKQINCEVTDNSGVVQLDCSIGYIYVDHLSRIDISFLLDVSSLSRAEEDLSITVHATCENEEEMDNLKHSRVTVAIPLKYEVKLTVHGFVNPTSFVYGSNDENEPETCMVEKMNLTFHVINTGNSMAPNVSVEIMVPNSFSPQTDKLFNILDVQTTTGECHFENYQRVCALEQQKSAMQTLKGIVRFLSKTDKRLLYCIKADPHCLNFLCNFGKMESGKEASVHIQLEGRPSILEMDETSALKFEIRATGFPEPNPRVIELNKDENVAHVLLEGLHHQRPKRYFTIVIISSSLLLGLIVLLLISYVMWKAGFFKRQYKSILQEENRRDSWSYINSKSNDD
PP1 counter – blocks human PP1-alpha phosphatase, a PP5 counter-screen. P62136. purified PP1alpha, OMFP fluorescence. inhibition, % at 6.7 µM. 320,000 compounds, 0.9% hits. AID 2235;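 active means inhibition above the mean inhibition of all tested compounds plus 3 SD, computed separately for each screening campaign, cut at about 15% in these data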
PP5 primary – PP5 (human) phosphatase inhibition; P53041; purified PP5c, OMFP substrate fluorescence; inhibition, % at 6.7 µM; 320,000 compounds, 0.18% hits; AID 1987;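 active means inhibition above the campaign's mean inhibition across all tested compounds plus 3 SD, cut at about 9.5% in these data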;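 further: 0% = DMSO only and 100% = 100 µM cantharidin control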
core dimer inh – HCV core protein dimerization inhibition; inhibition, % at 5 µM; TR-FRET GST/Flag-core106 dimerization, 1536-well; 300,000 compounds, 0.33% hits;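 active means inhibition above the mean of all tested compounds plus 3 SD, set per screening campaign, cut at about 45% in these data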
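Assay system: tagged HCV core106 pair (GST and Flag); medium: KF-containing HEPES buffer, pH 7.45, DTT, CHAPS, BSA; also added: Eu donor and XL665 acceptor anti-tag antibodies; dosing: 5 µM single dose; timing: compound-protein-antibody incubation 4 h at 22.5 °C; signal: TR-FRET 671 and 617 nm emission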
GRK2 inh – blocks RNA aptamer binding to human GRK2. P25098. bead flow cytometry, FAM-aptamer displacement from GRK2. inhibition of aptamer binding, % at 10 µM. 330,000 compounds, 0.59% hits;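 active means inhibition of aptamer binding above 40%, roughly 3 SD of noise, on plates passing a quality check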;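 further: median bead fluorescence of bound FAM aptamer so fluorescent compounds give negative values; no value below 0 was filed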
procasp7 counter – activates human procaspase-7, counter-screen for procaspase-3 activators. P55210. recombinant procaspase-7, Ac-DEVD-pNA absorbance 405 nm; D23A/D198A/D206A triple mutant, cannot self-cleave; scale: DMSO 0, 5 µM enzyme 100. activation, % at 8.5 µM. 330,000 compounds, 0.093% hits. AID 463210;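 active means percent activation above the screen-wide mean plus 3 SD, cut at about 25% in these data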
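Assay system: Uncleavable procaspase-7 mutant enzyme | Input: 2 µM procaspase-7 mutant as dispensed | Timing: 1 h compound preincubation, 2 h substrate cleavage, 25 °C | Repeats: One well per compound | Control set: DMSO wells as 0%, DMSO with 5 µM added PC-7 as 100% | Technique: Epi-absorbance of released pNA at 405 nm, two timepoints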
JMJD2C inh – inhibitors of human GASC-1 (JMJD2C) demethylase | Q9H3R0 | GST-JMJD2C(1-420) H3K9me3 demethylation, DELFIA europium | inhibition, % at 2.35 µM | 330,000 compounds, 0.069% hits | AID 2099;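 active means more than half of a compound's replicate wells show inhibition beyond 50%, single wells judged on their own value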;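 further: signal counts dimethyl H3K9 product captured on neutravidin plate; 0% = median of DMSO wells and 100% = 0.3 times that DMSO median; strong numbers were not always called active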
Fh CTSL1 inh – blocks F. hepatica cathepsin L1 in PFM18AAP counter-screen; recombinant F. hepatica cathepsin L1, Z-Leu-Arg-MCA fluorescence; inhibition, % at 5.96 µM; 300,000 compounds, 0.49% hits;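 active means inhibition above the mean of all tested compounds plus 3 SD, set per screening campaign, cut at about 17% in these data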;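 further: 0% = plate median of test compound wells and 100% = 1 µM Z-Phe-Ala-diazomethylketone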
* hit, by the source's call; / = not tested or not shown; & = joins results of further samples.

SMILES | procasp3 activ | VLA-4 inh | PP1 counter | PP5 primary | core dimer inh | GRK2 inh | procasp7 counter | JMJD2C inh | Fh CTSL1 inh
O=C(NCc1cccnc1)c1ccc(CS(=O)(=O)Cc2ccc(Cl)cc2)o1 | 0.9 | -6.5 | -0.3 | 0.9 | -6.6 | 0.0 | 12.8 | -1.8 | -0.4
O=C(NCCC1CC1(Cl)Cl)Nc1ccccc1 (stereo not given) | -0.8 | 1.8 | -5.5 | -2.2 | 1.9 | 3.0 | 3.4 | -6.2 | 0.5
O=C(CN(C1CC1)S(=O)(=O)c1ccc(S(=O)(=O)N2CCCCCC2)cc1)Nc1ccccc1 | -4.5 | 23.0 | 1.7 | 0.2 | 18.8 | 0.0 | 2.6 | 0.8&10.0 | 5.7
CCOC(=O)C1(CCc2ccccc2)CCN(Cc2ccc(C(=O)OC)cc2)CC1 | -1.3 | 4.9 | -12.1 | 6.2 | -72.1 | / | 2.7 | -5.8 | -4.0
Cc1ccc2c(CC(=O)Nc3ccc(F)c(S(=O)(=O)N4CCOCC4)c3)coc2c1 | -1.7 | 46.2 | 2.4 | 2.8 | / | 0.0 | 15.1 | 1.1 | /
O=C(Nc1ccccc1)c1cccnc1NCCc1ccccc1 | -11.2 | 6.3 | 4.0 | 3.5 | -4.1 | 2.0 | 8.0 | -5.8 | 3.1
COC(=O)c1sc2nc(CN3CCN(c4cccc(C(F)(F)F)c4)CC3)[nH]c(=O)c2c1C | 2.5 | -8.7 | -1.3 | -0.7 | 14.0 | 0.0 | -1.2 | -7.2 | 1.2
O=C(COC(=O)CSc1ccccc1)Nc1ccc(F)cc1F | 0.5 | 11.4 | / | / | / | 3.0 | -0.2 | -0.5 | /
CC(C)Oc1ccc(N2CC(C(=O)Nc3ccccc3C(=O)NC3CC3)CC2=O)cc1 (stereo not given) | -7.1 | -12.4 | -2.5 | -0.3 | -7.6 | 5.0 | -2.9 | 6.6 | -0.7
Cn1cc(Br)c(C(=O)N2CCN(c3cccc(Cl)c3)CC2)n1 | -5.4 | -1.9 | -1.9 | 0.3 | 9.7 | 0.0 | -7.6 | 5.1 | 2.1
Cc1ccc(S(=O)(=O)N2CCN(C(=O)Cn3nc(C)c([N+](=O)[O-])c3C)CC2)cc1 | 4.2 | 1.5 | -5.0 | 1.7 | / | 4.0 | -5.2 | 3.0 | /
Cc1cc(N2CCOCC2)nc2ccc(NC(=S)NCCN(C)C)cc12 | -22.2 | -2.1 | 2.5 | 1.1 | -18.4 | 0.0 | -12.5 | -17.9 | -7.0
CCNC(=O)c1sc2cc(C)ccc2c1Cl | -13.1 | 3.6 | -0.9 | -1.4 | -11.5 | 3.0 | -4.3 | -8.3 | -1.1
COc1ccccc1-n1cnc2cc(C(=O)NCc3ccco3)ccc21 | -6.7 | -11.9 | 5.6 | 3.3 | 3.9 | 8.0 | -19.9 | 1.5 | 1.4
Cc1cccc(-n2nnnc2SCC(=O)N(CC(C)C)c2c(N)n(CC(C)C)c(=O)[nH]c2=O)c1 | 5.2 | 4.5 | -1.2 | 0.1 | -2.1 | 0.0 | 0.6 | 5.0 | -1.9
C=CCn1nc2n(c1=O)-c1ccccc1SC2 | 0.1 | -1.1 | -0.6 | 2.5 | -5.6 | 2.0 | 7.0 | -3.5 | -0.4
[O-][n+]1onc2c1CCc1[nH]c(-c3ccccc3)nc1-2 | 6.3 | -7.0 | 4.0 | 1.4 | -1.7 | 3.0 | 5.7 | -4.5 | 2.3
O=C(O)c1ccc(Nc2nc(-c3cccnc3)cs2)cc1O | -8.4 | -181.8 | 0.3 | 3.5 | -13.2 | 1.0 | 7.4 | 0.8 | 4.9
Nc1c(C(=O)Nc2ccccc2)sc2ncc([N+](=O)[O-])cc12 | -0.5 | 5.5 | -3.1 | 0.6 | 0.5 | 0.0 | 3.5 | -15.8 | -1.9
CC(C)OCCCn1c(=S)[nH]c2ccc(N3CCOCC3)cc2c1=O | -3.3 | -3.1 | -2.8 | 1.4 | -4.6 | 6.0 | -5.6 | 10.4 | -0.3
COc1ccc(C(=O)C2CCN(C(=O)c3ccc(C)cc3)CC2)cc1 | 0.6 | 3.4 | -9.0 | 4.0 | 5.5 | 0.0 | -4.6 | -7.9 | -1.8
Cc1ccc(Nc2ccc(C(=O)O)cc2[N+](=O)[O-])cc1 | -6.8 | -4.9 | -3.5 | -0.6 | -1.3 | 1.0 | 12.1 | -0.1 | 0.6
O=C(CN1CCN(c2nc(-c3ccccc3)cs2)CC1)NNC(=O)c1ccc(Br)cc1 | -7.4 | 1.0 | 2.9 | 0.3 | 1.0 | 3.0 | 5.0 | 1.0 | -2.2
CCc1nc(SCC(=O)N2CCN(C(=O)c3ccco3)CC2)c2c3c(sc2n1)CCCC3 | 11.9 | 2.6 | -0.7 | 2.2 | 17.6 | 2.0 | -1.8 | 1.9&16.2 | 2.1
O=C(CN1CCN(C(=O)C2CCCO2)CC1)Nc1ccc(F)cc1 (stereo not given) | -3.5 | 0.5 | 0.9 | 0.5 | -0.2 | 0.0 | -0.6 | -5.9 | 0.3

(next part)
SMILES | procasp3 activ | VLA-4 inh | PP1 counter | PP5 primary | core dimer inh | GRK2 inh | procasp7 counter | JMJD2C inh | Fh CTSL1 inh
O=C(NCc1ccncc1)C(=O)NCC1OCCCN1S(=O)(=O)c1cc(F)ccc1F (stereo not given) | 6.9 | 2.1 | -5.2 | -1.1 | -0.3 | 0.0 | 0.5 | -8.6 | -1.5
O=C(Nc1cccc(Cl)c1)N(Cc1nc2ccccc2c(=O)[nH]1)Cc1cccs1 | -3.8 | -6.7 | 4.9 | 4.3 | -3.4 | 0.0 | -6.6 | -6.5 | 0.9
C#CCCOC(=O)N1C2=NC(C(=O)OC)=C(C(=O)OC)[C@@H]3N(C)c4ccccc4[C@]23C[C@H]1CO | 1.1 | -1.6 | -1.3 | 1.4 | 8.4 | 1.0 | -3.0 | 0.6 | 0.2
CCOC(=O)C1CCN(C(=O)COc2ccc(Br)cc2Br)CC1 | -6.6 | 12.4 | -4.4 | 2.0 | -1.0 | 0.0 | 5.7 | -19.9 | 1.1
CCCCN(C(=O)CSCC(=O)Nc1ccc(C)cc1)c1c(N)n(Cc2ccccc2)c(=O)[nH]c1=O | 1.5 | 6.2 | 0.3 | 0.6 | -1.2 | 0.0 | 2.5 | -11.2 | 6.8
O=C(c1ccc(S(=O)(=O)NCc2ccco2)cc1)N1CCN(c2ccccc2)CC1 | 14.1 | 9.7 | / | / | / | 2.0 | -3.6 | -5.1 | /
CCOC(=O)C1C(=O)NC(c2ccccc2)=NC1c1cccc(Br)c1 (stereo not given) | -7.5 | 6.4 | 1.8 | 2.5 | 2.9 | 0.0 | 1.5 | -12.8 | 21.8*
O=C(CN1CCN(S(=O)(=O)c2ccccc2)CC1)Nc1ccccc1Cl | -1.8 | 2.4 | -1.4 | -0.1 | 2.8 | 2.0 | 1.0 | -20.1 | -0.6
Cc1ccc(/C=N/NC(=O)Cn2nc(C)c(Br)c2C)o1 | -9.8 | -0.8 | -2.0 | -0.4 | -5.1 | 0.0 | -0.3 | -4.6 | 5.1
N#Cc1c(N)c(C(=O)c2ccccc2)n2c1CCC2 | -13.8 | 10.4 | -5.9 | 1.2 | 3.4 | 11.0 | 4.1 | 13.5 | -3.9
Clc1nccnc1N/N=C/c1ccc(Br)cc1 | -1.0 | 0.0 | -1.4 | -4.3 | -7.0 | 3.0 | -2.8 | -1.7 | 11.7
Cc1cc(NC(=O)CCC(=O)N(c2ccc(F)cc2)C(C(=O)NC2CCCC2)c2ccncc2)no1 (stereo not given) | 7.2 | 6.9 | -0.3 | -0.2 | -0.5 | 0.0 | 0.4 | 0.1 | -1.0
CCOc1ccc(CCNC(=O)CSc2cc(=O)n(CC)c3ccccc23)cc1OCC | -5.1 | 5.5 | -2.5 | 1.9 | -4.9 | 0.0 | -1.6 | 1.3 | -0.7
COC(=O)CSc1nnc(NC(=O)c2ccc3c(c2)OCO3)s1 | -7.5 | 7.6 | -0.1 | 1.3 | -5.4 | 0.0 | 4.6 | -6.7 | 1.6
CC1=C(C(=O)OC(C)C)C(c2cccs2)N2C(=O)C(C)SC2=N1 (stereo not given) | -7.8 | 6.2 | -2.9 | 1.2 | 1.7 | 0.0 | 2.2 | -2.5 | 0.8
Cn1c(COc2ccc(Cl)cc2)nnc1SCC(=O)NC1CCCCC1 | 1.4 | -1.4 | -0.8 | 1.7 | 1.4 | 2.0 | -3.6 | 16.9 | -0.6
O=S(=O)(Nc1cccc(S(=O)(=O)N2CCCCC2)c1)c1ccccc1F | 4.5 | 10.7 | / | / | / | 0.0 | -2.8 | -0.6 | /
COC(=O)CSc1nc2nc(C)c(Br)cc2[nH]1 | 8.4 | -2.7 | 0.3 | -1.7 | -4.5 | 0.0 | 3.0 | -5.7 | -0.6
Cc1ccc(C(=O)N[C@H](C(=O)OCC(=O)c2ccc[nH]2)C(C)C)cc1 | -4.6 | 20.7 | 2.2 | 4.2 | 16.1 | 3.0 | 5.2 | -4.1 | 7.6
Cc1noc(C)c1NC(=O)N(C)C[C@H]1Oc2c(NC(=O)Cc3ccccc3)cccc2C(=O)N([C@H](C)CO)C[C@@H]1C | 0.5 | 10.2 | / | / | / | 1.0 | 8.9 | 27.2 | /
CCOC(=O)c1nnsc1-c1ccc(-c2snnc2C(=O)OCC)cc1 | -2.7 | -5.8 | -3.8 | -0.8 | 10.3 | 0.0 | -0.2 | 11.8 | -0.4
COc1ccc2c3n([n+]([O-])c2c1)CCN=C3c1ccc(C)cc1 | 2.2 | -8.6 | 1.9 | 0.4 | -7.2 | 1.0 | -11.0 | -15.6 | 3.0
CCCCOc1cccc(C(=O)O)c1 | 2.8 | -7.0 | 1.2 | 1.9 | -6.5 | 0.0 | 9.8 | / | -0.9
Cc1cc(N(CC(=O)NC2CC2)S(C)(=O)=O)ccc1Br | 6.2 | 17.4 | -3.2 | 4.6 | -0.3 | 1.0 | 10.2 | -8.3 | 4.0
CCOc1ccc(CN(C)CC(=O)Nc2ccc([N+](=O)[O-])cc2Cl)cc1 | -8.1 | 9.0 | -3.7 | 2.1 | -1.6 | 0.0 | 7.9 | 5.9 | 2.4

Sorted by value in VLA-4 inh (descending): three of the compounds above
mol	VLA-4 inh
CCOC(=O)C1C(=O)NC(c2ccccc2)=NC1c1cccc(Br)c1 (stereo not given)	6.4
CCOc1ccc(CCNC(=O)CSc2cc(=O)n(CC)c3ccccc23)cc1OCC	5.5
COC(=O)CSc1nc2nc(C)c(Br)cc2[nH]1	-2.7

Pulled by structure from above (2):
SMILES | procasp3 activ | VLA-4 inh | PP1 counter | PP5 primary | core dimer inh | GRK2 inh | procasp7 counter | JMJD2C inh | Fh CTSL1 inh
CC(C)OCCCn1c(=S)[nH]c2ccc(N3CCOCC3)cc2c1=O | -3.3 | -3.1 | -2.8 | 1.4 | -4.6 | 6.0 | -5.6 | 10.4 | -0.3
CCOC(=O)C1(CCc2ccccc2)CCN(Cc2ccc(C(=O)OC)cc2)CC1 | -1.3 | 4.9 | -12.1 | 6.2 | -72.1 | / | 2.7 | -5.8 | -4.0

From PubChem
